tim10-1 inh – inhibits growth of tim10-1 mutant yeast; S. cerevisiae tim10-1 ts strain growth, BacTiter-Glo, 24 h; inhibition, % at 20 µM; hit rate 2.2% among 330,000; AID 463190;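 active means inhibition of at least 40%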;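 further: mutant grown at 25 °C; 0% = DMSO wells with yeast and 100% = wells holding no yeast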
APJ antag – antagonists of human APJ apelin receptor. P35414. CHO-K1 APJ beta-arrestin complementation, luminescence. inhibition, % at 20 µM. hit rate 0.32% among 330,000. AID 2521;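 active means inhibition above about 40% at 20 µM, limit read from the data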;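 further: cells challenged with 10 nM apelin-13 agonist together with compound; plate controls were apelin-13 plus DMSO wells for no effect and DMSO wells lacking apelin-13 for full effect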
Target sequence (P35414 whole entry, looked up): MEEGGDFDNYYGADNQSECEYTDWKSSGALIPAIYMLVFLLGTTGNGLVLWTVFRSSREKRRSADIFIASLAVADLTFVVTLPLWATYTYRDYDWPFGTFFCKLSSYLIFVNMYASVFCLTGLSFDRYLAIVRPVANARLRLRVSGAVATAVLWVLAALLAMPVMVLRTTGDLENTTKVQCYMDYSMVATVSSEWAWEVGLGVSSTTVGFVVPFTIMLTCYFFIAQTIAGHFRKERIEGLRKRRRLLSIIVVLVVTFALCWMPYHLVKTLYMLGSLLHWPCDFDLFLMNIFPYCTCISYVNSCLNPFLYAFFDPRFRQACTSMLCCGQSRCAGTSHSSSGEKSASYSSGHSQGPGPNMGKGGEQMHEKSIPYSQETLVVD
CXCR6 block – inhibitors of human CXCR6 receptor | CHO-K1 PathHunter CXCR6 beta-arrestin, luminescence | inhibition, % at 20 µM | hit rate 0.36% among 360,000 | AID 602244; in the data active means inhibition above about 34%, passing the limit was not always enough;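 further: antagonist mode with CXCL16 agonist at 10 nM final; 0% = 10 nM CXCL16 with DMSO and 100% = unstimulated wells without agonist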
Target sequence (O00574 whole entry, looked up): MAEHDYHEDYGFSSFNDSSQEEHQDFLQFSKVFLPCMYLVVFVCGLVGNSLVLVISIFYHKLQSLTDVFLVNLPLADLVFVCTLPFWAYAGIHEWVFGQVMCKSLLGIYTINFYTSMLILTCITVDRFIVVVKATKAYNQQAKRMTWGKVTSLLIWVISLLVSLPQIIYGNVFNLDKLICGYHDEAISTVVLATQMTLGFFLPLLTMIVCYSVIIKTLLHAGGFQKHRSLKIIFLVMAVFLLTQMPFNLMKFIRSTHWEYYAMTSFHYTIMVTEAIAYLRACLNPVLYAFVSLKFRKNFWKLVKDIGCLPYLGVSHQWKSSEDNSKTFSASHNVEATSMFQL
XBP1 UPR activ – adaptive UPR (XBP1) activation. CHO-XBP1 luciferase reporter, IRE1-XBP1 UPR activation, luminescence; percent of tunicamycin response, DMSO as zero. activation, % at 20 µM. hit rate 0.33% among 330,000. AID 463104;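 active means versus positive control, 20 µM dose yields 30% or more activation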;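 further: 100% = tunicamycin at 10 µg/mL and 0% = DMSO only wells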
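Test system: CHO-XBP1 luciferase reporter cells | Buffer or medium: Serum-containing F12 medium, 10% FBS | Schedule: 6 h compound exposure at 37 °C, 5% CO2 | Detection: Steady-Glo luciferase glow luminescence, 10 min after reagent addition | Read-out basis: Activation, % of tunicamycin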
CHOP UPR activ – activators of apoptotic arm of unfolded protein response (CHOP) | CHO-CHOP luciferase reporter, UPR activation, luminescence; percent of tunicamycin response over DMSO baseline | activation, % at 10 µM | hit rate 0.34% among 330,000 | AID 449763;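 active means at 10 µM dose, activation of 40% or more, normalized to positive control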;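 further: 100% = tunicamycin at 10 µg/mL and 0% = DMSO alone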
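System: CHO CHOP reporter cells. Amount: 500 cells per well. Buffer or medium: F12 medium, 10% FBS. Compound dosing: one dose, 10 µM in 0.5% DMSO. Incubation: 6 h compound exposure at 37 °C after overnight seeding. Technique: Steady-Glo luciferase luminescence. Benchmarks: tunicamycin and DMSO controls.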
Mdm2 MdmX PPI – disrupts the human Mdm2-MdmX interaction; AID 485346; hit rate 3% among 330,000; SaOS-2 split-luciferase Mdm2/MdmX complementation, luminescence; inhibition, % at 8 µM; O15151+Q00987;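 active means inhibition of at least 50% at 8 µM in the primary screen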
tim23-1 inh – growth inhibitors of tim23-1 mutant yeast; S. cerevisiae tim23-1 growth, BacTiter-Glo luminescence, 24 h; inhibition, % at 20 µM; hit rate 1.3% among 330,000; AID 463212;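 active means growth inhibition of the mutant yeast at or above 50%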;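 further: temperature-sensitive mutant grown at 25 °C; plate controls were DMSO-treated mutant yeast for no effect and medium wells lacking yeast for full effect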
APJ agonist – activates the human apelin receptor APJ | P35414 | CHO-K1 APJ PathHunter beta-arrestin, luminescence; 0% DMSO wells, 100% apelin | activation, % at 20 µM | hit rate 0.11% among 330,000 | AID 2520;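 active means activation more than six SD over the plate average, tested at 20 µM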;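 further: 0% = DMSO alone and 100% = apelin-13 at 10 nM; some results filed as inactive read as strong as hits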
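Material: engineered CHO-K1 APJ arrestin reporter cells; amount: 1000 CHO-K1 reporter cells seeded per well; incubation: compound stimulation 90 min at 25 °C, detection 60 min; signal: luminescent beta-gal fragment complementation, chemiluminescent substrate; read-out basis: APJ agonist activity; controls: DMSO-only wells as negative, 10 nM Apelin-13 as positive control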
TIM10 inh – TIM10 yeast growth inhibition; AID 463195; inhibition, % at 10 µM; S. cerevisiae TIM10 strain growth, BacTiter-Glo luminescence, 24 h; hit rate 1.4% among 330,000;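 active means inhibition of 40% or more at the single tested concentration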;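 further: wild-type TIM10 isogenic control strain grown at permissive 25 °C; 0% = DMSO yeast wells and 100% = minimal medium wells without yeast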
Numbers without * were called inactive; / = not tested or not shown.

#1 COc1ccc(OCc2nnc(SCC(=O)c3c(N)n(C)c(=O)n(C)c3=O)n2-c2ccccc2F)cc1
#2 O=C(CSc1nncs1)NCc1ccc(F)cc1
#3 O=S(=O)(Nc1ccc(O)c(CN2CCCCC2)c1)c1ccccc1
#4 CCn1c(=O)cc(SCC(=O)Nc2cccc(SC)c2)c2ccccc21
#5 CN(C)c1ccc(CN(C(=O)c2ccccc2Br)C2CCS(=O)(=O)C2)cc1 (stereo unspecified)
#6 COc1ccccc1NC(=O)Nc1nc(CC(=O)NCc2cccnc2)cs1
#7 CCOc1ccc(CCNS(=O)(=O)c2ccc3c(c2)NC(=O)CO3)cc1OCC
#8 O=C(NC(=S)Nc1cc(C(F)(F)F)ccc1N1CCOCC1)c1ccc(-c2cccc(Cl)c2)o1
#9 CNC(=O)CSc1nc2cccnc2n1C1CCCCC1
#10 CCCOc1ccc(C=Nc2ccc(OC)c(S(=O)(=O)N3CCOCC3)c2)c(O)c1
compound no.,1,2,3,4,5,6,7,8,9,10
tim10-1 inh,0,-8,1,2,-7,5,-3,2,-18,2
APJ antag,9,6,-19,-1,6,-1,6,-7,3,8
CXCR6 block,/,3,1,-6,2,1,1,9,-2,-4
XBP1 UPR activ,-1,1,-2,4,-2,-3,1,-1,0,0
CHOP UPR activ,-1.5,0.0,-1.3,0.4,0.2,-1.3,0.8,2.1,0.2,-0.3
Mdm2 MdmX PPI,-11,14,16,21,7,16,14,19,19,20
tim23-1 inh,7,-8,6,-21,-1,-2,-8,-8,0,14
APJ agonist,-5,-5,2,1,0,-6,10,-4,3,-3
TIM10 inh,1,-3,-8,-4,-2,0,2,-6,2,12

#11 COc1ccc(C(=O)NCC(=O)N/N=C/C(C)=C/c2ccco2)cc1OC
#12 Cc1ccc(C(=O)CSc2nc(-c3ccccc3)cc(=O)[nH]2)cc1
#13 NS(=O)(=O)c1ccc(NC(=O)COC(=O)Cc2ccc(Cl)cc2)cc1
#14 COc1cc(N2CCCC2)ccc1C=O
#15 CC(C)CCOc1ccc(C2(C)NC(=O)N(CN3CCOCC3)C2=O)cc1 (stereo unspecified)
#16 COc1ccc(N(C(=O)c2ccccc2OC(C)=O)C(C)C2CC2)cc1 (stereo unspecified)
#17 COc1ccc(OC)c(NC(=O)c2sc3nc(Cc4ccccc4)cc(C(F)(F)F)c3c2N)c1
#18 CC(C)c1ccc(NC(=O)c2ccccc2NC(=O)C2CC=CCC2C(=O)O)cc1 (stereo unspecified)
#19 COc1ccc(NC(=O)c2cc(S(=O)(=O)N3CCOCC3)ccc2C)cc1S(=O)(=O)N1CCOCC1
#20 CC1Oc2ccccc2C=C1C1/C(=C(/O)c2ccccc2)C(=O)C(=O)N1CCCN(C)C (stereo unspecified)
compound no.,11,12,13,14,15,16,17,18,19,20
tim10-1 inh,8,-2,-7,-10,12,26,16,10,6,8
APJ antag,1,0,0,2,15,1,-2,-13,8,7
CXCR6 block,-5,-5,-7,2,7,5,1,-2,-12,0
XBP1 UPR activ,-2,-2,-2,-2,5,4,0,-2,-2,-3
CHOP UPR activ,0.1,0.6,0.2,-0.1,0.6,-1.5,-1.7,2.5,0.5,-3.5
Mdm2 MdmX PPI,31,-6,9,19,0,11,12,3,-22,0
tim23-1 inh,17,2,-3,-6,12,31,7,2,6,3
APJ agonist,-3,-3,0,-3,-1,-4,-2,-7,-5,-5
TIM10 inh,19,5,17,-10,-5,21,-18,2,3,4

The final 4 records of the part above are carried over, then new ones follow:
#17 COc1ccc(OC)c(NC(=O)c2sc3nc(Cc4ccccc4)cc(C(F)(F)F)c3c2N)c1
#18 CC(C)c1ccc(NC(=O)c2ccccc2NC(=O)C2CC=CCC2C(=O)O)cc1 (stereo unspecified)
#19 COc1ccc(NC(=O)c2cc(S(=O)(=O)N3CCOCC3)ccc2C)cc1S(=O)(=O)N1CCOCC1
#20 CC1Oc2ccccc2C=C1C1/C(=C(/O)c2ccccc2)C(=O)C(=O)N1CCCN(C)C (stereo unspecified)
#21 CC1(C)CC(NS(=O)(=O)c2cccc3ccccc23)CC(C)(C)N1
#22 CCCC(NC(=O)C(C)Sc1nnnn1C1CC1)c1ccccc1 (stereo unspecified)
#23 CC(=O)Nc1cc(C(=O)N2CCOCC2)ccc1S(=O)(=O)c1ccc(C)cc1
#24 CCC1CCCCN1CCCNC(=O)CCCNC(=O)Cn1cnc2sc3c(c2c1=O)CCCC3 (stereo unspecified)
#25 CCn1c(SCC(=O)N2CCCCC2C)nc2c1c(=O)n(C)c(=O)n2C (stereo unspecified)
#26 O=C(N/N=C/c1ccc(Cl)c([N+](=O)[O-])c1)c1cc(-c2ccccc2)nc2ccccc12
#27 COc1ccc(-c2nc(C#N)c(N3CCC(C(N)=O)CC3)o2)cc1OC
#28 O=C(NCC1(N2CCCCC2)CCCCC1)c1ccc(S(=O)(=O)N2CCCC2)cc1
#29 CCCCOC(=O)Nc1ccc(N2CCCCC2)cc1
#30 Cc1cc(C(=O)Nc2ccccc2C(=O)O)ccc1NC(=O)COc1cccc([N+](=O)[O-])c1
compound no.,17,18,19,20,21,22,23,24,25,26,27,28,29,30
tim10-1 inh,16,10,6,8,2,8,6,11,16,8,14,-4,26,3
APJ antag,-2,-13,8,7,-2,19,23,5,24,-9,-1,0,15,-1
CXCR6 block,1,-2,-12,0,-1,4,5,-8,-3,1,-2,7,2,1
XBP1 UPR activ,0,-2,-2,-3,-4,-1,-4,2,-2,3,0,2,2,-3
CHOP UPR activ,-1.7,2.5,0.5,-3.5,-0.7,0.6,2.1,0.0,-1.1,12,-2.5,0.2,4.9,-0.5
Mdm2 MdmX PPI,12,3,-22,0,13,10,6,20,-1,100*,-6,-2,-165,1
tim23-1 inh,7,2,6,3,2,11,8,-1,12,-3,-2,18,27,8
APJ agonist,-2,-7,-5,-5,-4,1,-2,-1,-1,-1,-2,-2,-2,-2
TIM10 inh,-18,2,3,4,1,6,5,9,-8,11,-3,-13,16,6

#31 O=C(NCc1cccs1)NC1CCCCC1
#32 O=C(Nc1ncc(S(=O)(=O)c2ccc([N+](=O)[O-])cc2)s1)c1cccnc1
#33 COc1ccc(-c2csc(CCn3nc(C)cc3C)n2)cc1
#34 O=C(O)CP(=O)(O)O
#35 c1cncc(-c2nn[nH]n2)c1
#36 CCN(CC)c1nc(C(N)=O)cc(-c2ccccc2)n1
#37 COc1ccc(NC2=CC(=O)CC(c3ccc(C)cc3)C2)c(OC)c1 (stereo unspecified)
#38 Cc1cc(C(=O)N(C)CC(=O)Nc2cccc(F)c2)no1
#39 COc1ccc(-n2c(Cc3cccn3C)nnc2SCC(=O)N2CCOCC2)cc1
#40 COc1cccc(/C=C2\SC(N3CCC(C)CC3)=NC2=O)c1OC
compound no.,31,32,33,34,35,36,37,38,39,40
tim10-1 inh,-4,24,41*,3,8,63*,15,24,-1,26
APJ antag,2,-18,9,10,-2,0,15,6,3,14
CXCR6 block,10,-12,4,4,-18,2,1,-4,-2,8
XBP1 UPR activ,-4,-2,0,-8,5,0,-3,-1,-1,3
CHOP UPR activ,3.1,2.0,4.6,-0.6,1.8,-0.9,1.0,-0.4,-2.0,4.6
Mdm2 MdmX PPI,19,7,13,-12,-4,42,5,19,19,-35
tim23-1 inh,8,15,27,6,5,67*,-14,1,0,45
APJ agonist,-6,9,-1,-3,-4,1,1,-1,-3,-2
TIM10 inh,7,-10,25,13,17,48*,-6,4,0,35

#41 CCCCCn1c(CN2CCN(Cc3ccccc3)CC2)nc2c1c(=O)n(C)c(=O)n2C
#42 O=C(N/N=C/c1c[nH]c2ccccc12)c1cccs1
#43 COc1cc(OC)cc(C(=O)Nc2ccc(C(=O)NCC3CCCO3)cc2)c1 (stereo unspecified)
#44 Oc1ccc(Nc2nc(-c3ccccc3)nc3ccccc23)cc1
#45 O=C(Nc1ccccn1)C1CCN(S(=O)(=O)c2ccc3c(c2)OCCCO3)CC1
#46 COc1ccc(S(=O)(=O)NCc2ccc(C(=O)N(C)Cc3ccco3)cc2)cc1
#47 O=C(/C=C/c1ccco1)NC1CCCC1
#48 COc1ccc(Cl)cc1NS(=O)(=O)c1cccc(C(=O)NCC2(N(C)C)CCCCC2)c1
#49 c1ccc(COc2ccc(CNCc3cccs3)cc2)cc1
#50 CCCn1c(SCC(=O)NCc2ccc(Cl)cc2)n[nH]c1=O
compound no.,41,42,43,44,45,46,47,48,49,50
tim10-1 inh,15,1,-14,59*,2,17,-21,0,-21,1
APJ antag,7,-3,12,-3,-65,15,13,14,-1,1
CXCR6 block,6,-9,-2,1,6,0,6,-4,-3,12
XBP1 UPR activ,0,8,-1,2,-5,-3,-2,1,0,-2
CHOP UPR activ,-1.7,6.8,0.5,-0.6,-2.2,-1.6,2.1,2.0,1.7,0.6
Mdm2 MdmX PPI,-19,14,22,34,4,16,1,23,-2,-14
tim23-1 inh,5,19,-7,61*,11,18,5,3,-28,4
APJ agonist,-3,3,0,0,6,-3,0,-3,-3,-6
TIM10 inh,6,28,-7,42*,10,17,-13,4,20,-8

#51 COc1ccc(CNC(=O)C2CC(c3ccc(OC)cc3)=NO2)cc1 (stereo unspecified)
#52 CC(C)CCSc1cc(NCCO)c([N+](=O)[O-])c2nonc12
#53 COc1ccc(-n2nnnc2/C=C/Nc2cc(C(F)(F)F)ccc2OC)cc1
#54 CC12COC3(C(=O)Nc4ccc(Cl)cn4)CC1CCC32C (stereo unspecified)
#55 CCCN(CC(=O)Nc1ccc(F)c(F)c1F)C(=O)c1ccc2c(=O)n3c(nc2c1)CCC3
#56 Cn1cc(/C=C/C(=O)N2CCCC(C(=O)c3cccc(C(F)(F)F)c3)C2)cn1 (stereo unspecified)
#57 Cn1cc(CC(=O)N2CCN(c3ccccc3F)CC2)c2ccccc21
#58 COc1ccc(/C=C/C(=O)OCC(=O)Nc2ccc(C)cc2)cc1S(=O)(=O)N1CCOCC1
#59 O=C(NCCOc1ccccc1)C1CCC(=O)N(Cc2ccc(Cl)cc2)C1 (stereo unspecified)
compound no.,51,52,53,54,55,56,57,58,59
tim10-1 inh,-10,11,2,33,-5,14,31,6,-2
APJ antag,7,14,-7,16,-3,7,-7,6,-4
CXCR6 block,-8,15,2,-2,-6,-7,9,2,2
XBP1 UPR activ,2,-4,-2,1,-4,3,2,0,-3
CHOP UPR activ,-0.1,0.2,1.0,1.2,-1.0,-0.7,-0.2,1.3,0.7
Mdm2 MdmX PPI,47,15,0,18,-5,12,7,20,1
tim23-1 inh,1,5,14,42,-3,10,22,-10,-3
APJ agonist,-1,0,2,0,-1,-4,-3,-2,-4
TIM10 inh,-13,-3,10,32,-4,-15,-6,4,2

Screening data: PubChem BioAssay, Sanford-Burnham Center for Chemical Genomics

An excerpt; rates above refer to the full screens.
